Assay outcomes as filed in PubChem.
PV pol inh = poliovirus RdRp elongation inhibitors, primary screen, biochemical, fluorescence polarization, total intensity; Genome polyprotein (Poliovirus type 1 (strain Mahoney)), P03300; poliovirus polymerase elongation; active compounds read low; % elongation, % (compound at 16.7 µg/mL); hit rate 0.66% among 150,000; in the data active means % elongation below about 90%; further: some results filed as inactive read as strong as hits
Target sequence (P03300 1749-2209 limits assumed): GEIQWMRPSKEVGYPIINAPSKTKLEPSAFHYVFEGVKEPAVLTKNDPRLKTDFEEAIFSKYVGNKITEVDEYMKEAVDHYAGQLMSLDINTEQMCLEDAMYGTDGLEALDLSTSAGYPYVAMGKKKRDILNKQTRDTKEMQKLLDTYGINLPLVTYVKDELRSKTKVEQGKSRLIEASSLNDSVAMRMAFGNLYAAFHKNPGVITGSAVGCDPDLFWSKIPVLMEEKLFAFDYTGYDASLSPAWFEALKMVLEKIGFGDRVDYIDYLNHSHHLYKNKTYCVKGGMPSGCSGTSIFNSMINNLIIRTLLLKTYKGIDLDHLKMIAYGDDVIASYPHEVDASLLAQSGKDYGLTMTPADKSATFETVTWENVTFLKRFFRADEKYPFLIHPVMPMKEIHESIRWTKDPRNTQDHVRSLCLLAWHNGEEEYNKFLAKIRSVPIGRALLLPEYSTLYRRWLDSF
PV pol inh FP z-score = recorded beside PV pol inh, whose call it bears; z-score; measured here: FP z-score; hits read low
The depositor's hits bear a star.

Results follow in this order: PV pol inh FP z-score, PV pol inh
COc1ccc(N2Cc3cccc(C(=O)NCC(OC)OC)c3C2=O)cc1
    0.5, 103.0
CC(=O)NS(=O)(=O)c1ccc(NC(=O)c2cccn(Cc3ccc(Cl)cc3)c2=O)cc1
    0.9, 111.0
FC(F)(F)c1cccc(Nc2nc3ccccc3[nH]2)c1
    0, 100.0
COc1cc(OC)c(N(C)C(=O)Cn2ncc3c([nH]c4ccccc43)c2=O)cc1Cl
    0.2, 107.0
CC(CO)(CO)N=Cc1c(O)[nH]c(=O)[nH]c1=O
    0.1, 102.0
COc1cc(C(=O)NCCC(=O)NC2CCCc3ccccc32)cc(OC)c1OC (configuration not stated)
    -0.3, 101.0
CC1CN(c2ccccc2)c2nc3c(c(=O)n(C)c(=O)n3C)n2C1 (configuration not stated)
    -0.7, 99.0
CC1CCCCN1C(=S)NC(=O)c1ccco1 (configuration not stated)
    0.1, 103.0
CCCN(CCC)C(=S)Nc1ccccc1
    0.2, 100.0
Cc1ccc(C)c(-n2c3nc(=O)[nH]c(=O)c-3cc3c(C)nn(-c4ccccc4)c32)c1
    0.3, 110.0
Cc1ccc(N2C(=O)CCSC23C(=O)N(Cc2ccc(F)cc2)c2ccccc23)cc1 (configuration not stated)
    -0.9, 101.0
Cn1c(CNC(=O)CSc2nc(-c3cccc(Cl)c3)nc3cc(=O)[nH]n23)nc2ccccc21
    3.4, 122.0
C/C(=N\O)C(C)(C)Nc1ccc(Br)cc1
    0.8, 107.0
O=C(NCCc1ccc(Cl)cc1)C(=O)NCC(c1ccco1)S(=O)(=O)c1ccccc1 (configuration not stated)
    -1.9, 98.0
C=C(C)Cn1c(SCC(=O)NN)nc2ccccc2c1=O
    0.4, 103.0

Random excerpt: four entries already listed, in no set order.
Results follow in this order: PV pol inh FP z-score, PV pol inh
O=C(NCCc1ccc(Cl)cc1)C(=O)NCC(c1ccco1)S(=O)(=O)c1ccccc1 (configuration not stated)
    -1.9, 98.0
Cn1c(CNC(=O)CSc2nc(-c3cccc(Cl)c3)nc3cc(=O)[nH]n23)nc2ccccc21
    3.4, 122.0
COc1cc(C(=O)NCCC(=O)NC2CCCc3ccccc32)cc(OC)c1OC (configuration not stated)
    -0.3, 101.0
FC(F)(F)c1cccc(Nc2nc3ccccc3[nH]2)c1
    0, 100.0

New compounds follow.
Results follow in this order: PV pol inh FP z-score, PV pol inh
CC(C)CCNc1ccc(-c2ccc(Cl)cc2)nn1
    -1.1, 99.0
Cc1ccc(OCCn2nnc3sc4c(c3c2=O)CCC(C)C4)cc1 (configuration not stated)
    0, 107.0
CC1CCCN(C(=O)c2ccc3ncsc3c2)C1 (configuration not stated)
    0.5, 106.0
O=C(NCc1cccc(Cl)c1)c1nc2c(nnn2Cc2ccccc2)c(=O)[nH]1
    0.1, 102.0
COc1ccc(Cn2c(C(=O)O)c(CNC3CCCCC3)c3ccc(C)cc32)cc1
    0, 108.0
CCN(CC)CCNC(=O)c1ccc(-c2nc(CS(=O)(=O)c3ccc(C)cc3)c(C)o2)cc1
    -0.6, 104.0
O=C(O)Cc1ccc(S(=O)(=O)N2CCCC2)s1
    -0.3, 104.0
Cc1cnn(C(=O)c2cc3ccccc3oc2=O)c1
    0.2, 101.0
CCn1nc(C)c(CCN(C)C(=O)Nc2cc(C)cc(C)c2)c1C
    -0.1, 105.0
O=C(Nc1ccon1)c1cccn(Cc2ccccc2)c1=O
    -0.2, 104.0
Clc1ccc2ncnc(-c3ccccc3)c2c1
    0.7, 102.0
Cc1ccccc1-c1nnn(-c2nc(CN3CCOCC3)nc3sc4c(c23)CCCC4)n1
    -0.4, 101.0
Cc1cccc(NC(=O)C(=O)NCC(c2cccnc2)N2CCc3ccccc3C2)c1C (configuration not stated)
    0.7, 111.0
O=C(NC1CCCc2ccccc21)C1COc2ccccc2O1 (configuration not stated)
    -0.4, 98.0
Cc1ccc(C)c(Cn2c(C)nc3c(sc(=S)n3-c3ccccc3)c2=O)c1
    0.3, 103.0
COc1cccc(NS(=O)(=O)c2ccc3[nH]cc(C(=O)NCCc4ccccc4)c(=O)c3c2)c1
    -0.2, 108.0
COc1ccc(N(C)C(=O)c2cc3c(s2)-c2ccccc2OC3)cc1
    -0.7, 102.0
COc1ccc(/C=C/c2onc(C)c2S(=O)(=O)N2CCC(C(=O)N3CCC(C)CC3)CC2)cc1
    -0.1, 104.0
Cc1cccc(NC(=O)CSc2nc3c([nH]c4ccccc43)c(=O)n2C)c1C
    -1.7, 100.0
O=C(Nc1cccc(-c2nc3cccnc3s2)c1)C1CC1
    -1.1, 98.0
C=CCn1c(NCc2ccccc2OC)nc2ccccc21
    -0.5, 100.0
CCOC(=O)c1ccc2c(c1)[nH]c(=S)n2CC
    0, 101.0
CCOC(=O)c1cc(-c2ccc(S(=O)(=O)NCCCN3CCOCC3)s2)on1
    0.2, 101.0
NC(=O)NC(=O)CSc1nc(N)cc(=O)[nH]1
    -0.1, 102.0
CCN(CC)C(=O)c1ccc2c(c1)NC(=O)/C(=C/c1ccccc1)S2
    0.4, 102.0
CCOC(=O)NC(=S)N1CCN(c2ccccc2)CC1
    -0.1, 100.0
CCCCC(=O)Nc1nn2c(COc3ccc(C)cc3)nnc2s1
    0.1, 102.0
CC1(C)CC2CC(C)(CN2C(=O)CN2C(=O)c3ccccc3C2=O)C1 (configuration not stated)
    1.1, 104.0
COc1ccccc1C(=O)Nc1ccon1
    0.4, 101.0
O=C(CC(c1ccccc1)c1cc(Cl)ccc1O)N1CCOCC1 (configuration not stated)
    0, 100.0
Cc1ccc(NC(=O)Cn2c(=O)n(CCCCC(=O)NCCc3ccccc3)c(=O)c3ccccc32)cc1
    0.6, 108.0
CS(=O)(=O)c1ccc(NC(=O)CC2OC(=O)c3ccccc32)cc1 (configuration not stated)
    -1.1, 96.0
COc1ccc(Cl)cc1NC(=O)c1oc2ccc(S(=O)(=O)N3CCCCC3)cc2c1C
    0, 108.0
O=S(=O)(c1ccc2c(c1)OCCO2)N1CCN(c2ncccn2)CC1
    0, 101.0
Cc1cc(C)c(NC(=O)c2ccncc2)c(C)c1
    -1.1, 96.0
COc1ccc(C(=O)O/N=C(/N)C2COc3ccccc3O2)cc1 (configuration not stated)
    0, 102.0
O=c1[nH]c(O)c(N=Nc2ccccc2)s1
    0.5, 104.0
CCOC(=O)N1CCC2(CC1)Oc1ccccc1C1CC(c3ccccc3)=NN12 (configuration not stated)
    0.3, 106.0
CN1/C(=C/C(=O)c2cccs2)C(C)(C)c2ccccc21
    -0.4, 101.0
C=CCNC(=O)N1CCc2[nH]c3ccc(F)cc3c2C1
    -0.2, 102.0
CCc1cccc(NS(=O)(=O)c2ccc3c(c2)n(C)c(=O)c(=O)n3C)c1
    0, 104.0
Cc1c(Cl)ccc2sc(NC(=O)c3ccc(S(=O)(=O)N4CCCC4)cc3)nc12
    0.9, 111.0
CCOC(=O)N1CCN(Cc2nc3cc(NC(=O)c4ccc(F)cc4)ccc3n2C(C)C)CC1
    -0.5, 98.0
Clc1nc2ccc3nsnc3c2nc1Cl
    -7.5*, 42.0*
CCC(C)NC(=O)c1cn(CC)c(=O)c2cc(OC)c(OC)cc12 (configuration not stated)
    0.2, 101.0
COc1ccc(NC(=O)CN2C(=O)CCc3cc(S(=O)(=O)N4CCOCC4)ccc32)cc1Cl
    0.5, 108.0
CCS(=O)(=O)Nc1cc(F)ccc1C
    -0.8, 101.0
CSc1ncc(C(=O)N2CCN(c3cccc(Cl)c3)CC2)c(C)n1
    0, 107.0
CCOc1ccc(S(=O)(=O)N(CC(=O)Nc2cccnc2)c2ccccc2)cc1
    0.9, 108.0
COc1ccccc1NC(=O)c1c(NC(=O)c2ccccc2F)sc2c1CCC2
    -0.2, 103.0
CS/C(N)=N/N=C(\C)c1ccc(Br)cc1
    -0.3, 100.0
CCCOc1ccccc1-c1nc(SCC(=O)c2ccccc2)n[nH]1
    -1.1, 99.0
Cc1ccc(/C=C/C(=O)N(C2=NC(C)CS2)c2ccc(Cl)cc2)o1 (configuration not stated)
    0.1, 103.0
Cc1ccc2c(c1)N(CCC(=O)N1CCC3(CC1)OCCO3)C(=O)C(C)O2 (configuration not stated)
    -1.5, 100.0
CCOC(=O)C1=C(NC(C)C)C(=O)N(N(C)C)C1
    0.3, 105.0
O/N=C/c1ccc(-c2cc(C(F)(F)F)cc(C(F)(F)F)c2)o1
    -0.9, 97.0
Nc1ccc(N2CCNCC2)cc1
    -2, 96.0
CC(C)N(CCC#N)C(=O)Nc1ccc(C(C)(C)C)cc1
    -0.4, 100.0
CC(=NCc1ccncc1)C1=C(O)c2ccccc2C1=O
    -0.1, 101.0
CC(C)CC(O)(CC(C)C)C(=O)NNc1ccccc1
    -0.1, 101.0

(further entries)
Results follow in this order: PV pol inh FP z-score, PV pol inh
Cc1ccc(Nc2nc3nonc3n3cnnc23)cc1Cl
    -0.5, 100.0
CC(Cc1c[nH]c2ccccc12)NC=O (configuration not stated)
    0.5, 104.0
CCC(C)(C)NC(=O)/C=C/c1ccc(OC(F)F)c(OC)c1
    0.1, 102.0
CCN(CC)S(=O)(=O)N1CCCC(C(=O)NCc2ccc(C)cc2)C1 (configuration not stated)
    0.4, 103.0
Cc1ccc(C(=O)OCC2COc3ccccc3O2)cc1 (configuration not stated)
    0.1, 102.0
O=C(O)c1ccc(NC(=O)c2cc(S(=O)(=O)N3CCCCC3)c(Cl)cc2Cl)cc1
    -0.3, 103.0
O=C(c1cc(-c2ccccc2)on1)N1CCN(c2ccccc2)CC1
    -0.2, 100.0
OCc1ccccc1N=Cc1cccnc1
    0.6, 103.0
Cc1cc(C)cc(NC(=O)Cn2cc(C(=O)c3ccncc3)c(=O)c3cc(C)c(C)cc32)c1
    2.6, 118.0
COc1ccc2c(c1)CCC1C2CCC2(C)C(=O)CCC12 (configuration not stated)
    0.4, 108.0
CCNC(=S)N1CCN(CCN=CC2=C(O)CC(C)(C)CC2=O)CC1
    -0.1, 100.0
C/C(=C/c1ccccc1)C(=O)Nc1ccc(S(N)(=O)=O)cc1
    -0.8, 99.0
CS(=O)(=O)c1ccccc1C(=O)Nc1cc(Cl)ccc1-n1cncn1
    0.5, 106.0
CC(C)c1ccc(C2Sc3ccccc3NC3=C2C(=O)c2ccccc23)cc1 (configuration not stated)
    -0.5, 103.0
CCCCN=C1NN=C(c2cc3ccccc3o2)CS1
    1.8, 120.0
CCc1ccc(-n2c(=O)c3c4c(sc3n(CC(=O)N3CCCCC3CC)c2=O)CCC4)cc1 (configuration not stated)
    -0.3, 105.0
CCN1C(=O)c2ccccc2Sc2ccc(NC(C)=O)cc21
    1.4, 113.0
COc1ccc(C(=O)c2cn(CC(=O)Nc3ccc4c(c3)OCCO4)c3ccc(OC)cc3c2=O)cc1
    0.3, 107.0
COc1cc(/C=N/NC(N)=O)ccc1OC(=O)c1cccs1
    -0.4, 97.0
Fc1cccc(NCc2cccn2-c2nnc(N3CCOCC3)s2)c1
    0.6, 109.0
CN1C(=O)C(=Cc2ccco2)C(=O)N(C)C1=O
    0.4, 103.0
CCc1ccc(NC(=O)c2ccc(NC(=O)CCS(=O)(=O)c3cccs3)cc2)cc1
    -0.2, 101.0
CCNC(=O)c1ccc2nc(N3CCCCC3)sc2c1
    0, 103.0
CCOC(=O)c1c(NC(=O)c2cc(=O)c3c(C)cc(C)cc3o2)sc(C(C)=O)c1C
    1, 113.0
O=C(CN1C(=O)C2CC=CCC2C1=O)N1CCN(S(=O)(=O)c2ccc3c(c2)OCCCO3)CC1 (configuration not stated)
    0.4, 105.0
CCOc1ccc(-c2nnc(SCC(=O)NCCc3ccccc3)nc2-c2ccc(OCC)c(OC)c2)cc1OC
    0, 106.0
O=S1(=O)CCC(N2CCN(c3ncnc4sccc34)CC2)C1 (configuration not stated)
    0.1, 103.0
O=C(Cn1c(=O)c2sccc2n(CC(=O)Nc2ccccc2)c1=O)NCc1ccco1
    -0.4, 99.0
CCOC(=O)c1cccc(NC(=O)C(C)n2c(C)c3cnn(-c4ccccc4)c(=O)c3c2C)c1 (configuration not stated)
    0.2, 107.0
COc1cc2c(=O)c(C(=O)c3ccc(C)c(C)c3)cn(Cc3ccccc3)c2cc1OC
    -1.6, 101.0
O=C(c1cccc(S(=O)(=O)Nc2cc(C(F)(F)F)ccc2Cl)c1)N1CCN(c2ncccn2)CC1
    -0.7, 99.0
Nc1nnc(CC(=O)N2CCCC2)s1
    0.4, 103.0
CCOC(=O)c1c(C)oc2c1c(C=NC1CC(C)(C)NC(C)(C)C1)c(O)c1ccccc12
    0.1, 102.0
Cc1cc(OCC(=O)Nc2ccc(C(=O)OC3CCCCC3)cc2)cc(C)c1Cl
    0.4, 106.0
O=S(=O)(c1cccc(Cl)c1)c1nnn2c1nc(NC1CCCCCC1)c1sccc12
    -0.2, 105.0
CCOC(=O)c1cnn(C)c1NS(C)(=O)=O
    0.1, 102.0
O=S(=O)(NCc1ccc2c(c1)OCO2)c1ccc(S(=O)(=O)NC2CCCCC2)cc1
    0.5, 104.0
Cc1ccccc1CN1c2ccccc2-c2nc(SCC(=O)NCCc3ccccc3)ncc2S1(=O)=O
    0, 106.0
CC(=O)Nc1c(Cl)c(Cl)c(NC(C)=O)c2n[nH]nc12
    -0.6, 96.0
CC(NC(=O)COc1ccccc1)C(=O)N1CCC(=O)CC1 (configuration not stated)
    0.5, 106.0
Cc1cc(NC(=O)C2CCN(S(=O)(=O)c3c(C)noc3C)CC2)ccc1Br
    0.3, 113.0
O=C(CSC1CCCC1)c1cccc(C(F)(F)F)c1
    0.3, 103.0
CCC(C)NC(=O)c1ccc2c(c1)N=C(C)c1cc(C)ccc1S2 (configuration not stated)
    -0.6, 110.0
COc1cccc(NC(=O)CSc2nc(C)c(Cc3ccccc3)c(=O)[nH]2)c1
    -0.1, 106.0
O=C(Nc1ccccc1Cl)c1cc2c(s1)-c1ccccc1S(=O)(=O)C2
    0.2, 103.0
CCN1CCN(C(=O)NC(C(=O)N[C@@H]2C(=O)N3[C@@H]2SC(C)(C)[C@@H]3C(=O)O)c2ccccc2)C(=O)C1=O (some centres not stated)
    -0.6, 98.0
CC(C)(C)C(=O)CSc1cccc2cccnc12
    1, 105.0
Oc1ccccc1C=Nc1ccc2oc(-c3cccc(I)c3)nc2c1
    0.1, 102.0

An excerpt, so the mix of outcomes need not match the whole.
